aSyn rescue = inhibitors of alpha-synuclein toxicity in yeast; 0.14% of 370,000 active; Yeast expressing alpha-synuclein, growth rescue, BacTiter-Glo, 24 h; Potency, µM (top dose mostly 46.1 µM), for inactives: at the highest dose growth rescue (activation), usual class: activators; AID 652106; also: potency is read from the fitted curve at half-maximal effect; % of control where 0% means no effect; nearly all actives have a fitted effect of over 65% in size
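Galactose-induced alpha-syn yeast (OD600=0.02, raffinose-pregrown) + pinned cpd, 24 hr, 30 deg C; growth by BacTiter-Glo luminescence. Growth restoration scores as activation.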
PTHR1 ag = agonists of human PTHR1 parathyroid hormone receptor; Q03431; HEK293 GP2 PTHR1 cells, GloSensor cAMP luminescence, 1 h; Potency, µM (titrated, usually from 115 µM), inactives show at the highest dose activation, usual class: activators; 0.075% of 410,000 active; AID 743266; also: potency is read from the fitted curve at half-maximal effect; nearly all actives have a fitted effect of over 55% in size; some results filed as inactive show a strong effect at the top dose; inactives centre near -15; many of its hits are not listed in these tables
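HEK-293-derived GP2 cells expressing PTHR1 and a GloSensor cAMP reporter, 3,000/well, plated overnight, given luciferin plus IBMX (each 0.5 mM as added) for 1 h at 37 °C, then compound for 1 h at 37 °C. Luminescence was read after 15 min at room temperature.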
KB-V1 cytotox = KB-V1 MDR subline cytotoxicity. KB-V1 MDR cells viability, CellTiter-Glo, 72 h. Potency, µM (highest dose often 46.1 µM), for the others: at the highest dose activity change, negative = cytotoxicity, most hits filed as cytotoxic. 3.4% of 400,000 active; also: potency is read from the fitted curve at half-maximal effect; % is scaled to controls: 0 for no effect and ±100 for the full control effect; nearly all actives have a fitted effect of over 60% in size
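Readout: CellTiter-Glo luminescence, 10 min after addition. Cells: KB-V1 MDR subline, 72 h at 37 degrees C with compound. Analysis: corrected, normalized data fitted to concentration-effect curves.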
GLP1R cytotox = cytotoxic in the GLP-1 receptor inverse agonist counter-screen; HEK293 cAMP-luciferase reporter cells, luminescence, 24 h; Potency, µM (highest dose often 38.3 µM), inactives show top-dose activity change, negative = inhibition, usual class: inhibitors; 0.13% of 410,000 active; AID 624418;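 also: loss of luciferase light is scored as toxicity; potency is read from the fitted curve at half-maximal effect; % is scaled to controls: 0 for no effect and ±100 for the full control effect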
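Cells in DMEM/10% Nu serum/1% pen-strep, 1536-well format. Pre-incubated 12 h, dosed with 23 nL compound, incubated a further 24 h. Luciferase detection, 12 min at room temp, luminescence.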
TDP43 rescue = rescues yeast growth from TDP-43 toxicity; TDP-43 expressing yeast growth rescue, BacTiter-Glo, 24 h; Potency, µM (highest dose often 46.1 µM), without a hit: at the highest dose growth rescue (activation), actives largely listed as activators; 1.8% of 410,000 active; AID 652104; also: potency is read from the fitted curve at half-maximal effect; % of control where 0% means no effect; nearly all actives have a fitted effect of over 50% in size
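In this qHTS, compounds that restore growth of yeast expressing TDP-43 appear as activators. Cells (OD600=0.02, galactose medium, raffinose-pregrown) are incubated with compound 24 hr at 30 deg C and growth is quantified by BacTiter-Glo.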
D3 antag = blocks the human D3 dopamine receptor; P35462; D3R cells, DiscoveRx beta-arrestin luminescence, antagonist mode; active compounds read low; max response, negative = inhibition, %; 2.5% of 360,000 active; AID 652054; in the data active = max response below about -50%; inconclusive = no clear call, values can overlap the other calls; also: % is scaled to controls: 0 for no effect and ±100 for the full control effect; mostly tested at two doses, the higher about 12 µM
Target sequence (P35462 whole entry, looked up): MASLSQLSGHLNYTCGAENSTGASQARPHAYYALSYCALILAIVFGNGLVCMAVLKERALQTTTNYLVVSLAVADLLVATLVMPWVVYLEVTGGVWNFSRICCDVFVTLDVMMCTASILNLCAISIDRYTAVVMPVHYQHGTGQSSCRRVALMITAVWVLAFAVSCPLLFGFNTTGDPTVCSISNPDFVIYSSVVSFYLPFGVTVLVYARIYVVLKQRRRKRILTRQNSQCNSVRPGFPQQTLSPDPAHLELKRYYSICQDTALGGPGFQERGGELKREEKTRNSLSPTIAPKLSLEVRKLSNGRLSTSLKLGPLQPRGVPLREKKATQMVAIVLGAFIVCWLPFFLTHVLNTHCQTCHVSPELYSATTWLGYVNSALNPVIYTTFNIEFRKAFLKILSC
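Cells plated overnight at 1500 cells/well, then exposed to library compounds with dopamine controls for 90 minutes at 37 degrees C. DiscoveRx reagent added for 30–60 minutes at room temperature; luminescence read, quantitative HTS format.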
D3 ag = agonists of human D3 dopamine receptor; P35462; D3R DiscoveRx beta-arrestin cells, luminescence, 90 min; max activation, %; 0.58% of 410,000 active; in the data active = max activation above about 30%; also: 0% is about no effect; mostly tested at two doses, the higher about 12 µM
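Agonist mode: compounds and dopamine controls were applied to plated cells for 90 min at 37 degrees C after an overnight attachment at 1500 cells/well. Luminescent read-out followed 30 - 60 minutes at room temperature with DiscoveRx detection reagent.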
GLP1R inv ag = acts as inverse agonist at human GLP-1 receptor; HEK293 GLP-1R CRE-luciferase, luminescence, 24 h; GLP-1R form is constitutively active; Potency, µM (titrated, usually from 38.3 µM), inactives show top-dose activity change, negative = inhibition, actives largely listed as inhibitors; 1.6% of 410,000 active; AID 624417; also: potency is read from the fitted curve at half-maximal effect; % is scaled to controls: 0 for no effect and ±100 for the full control effect; nearly all actives have a fitted effect of over 55% in size
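Constitutively active GLP-1R drives a cAMP-responsive luciferase in stably transfected HEK293 cells; test compounds are added after overnight (12 h) attachment and left 24 hr, and signal loss in luminescence marks inhibition.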
GLP1R ag = activates the human GLP-1 receptor | Potency, µM (titrated, usually from 45.6 µM), for inactives: top-dose activation, usual class: activators | P43220 | AID 624172 | HEK293 GLP-1R CRE-luciferase, luminescence, 4-6 h; cells express a hypersensitive GLP-1R form | 0.007% of 380,000 active; also: potency is read from the fitted curve at half-maximal effect; % of control where 0% means no effect
* hit, by the source's call; [ ] = another dose, or the depositor's remark. Unless noted, calls follow the shape of the dose curve; as a rule, active = well fitted curve in the direction sought with a large enough effect; inconclusive = small, poorly fitted or top-dose-only effect, or another doubt; inactive = no such curve, though single readings can be large; an effect the other way counts as inactive or inconclusive.

For CCOc1ccc(-c2nc(CSCC(=O)NCCc3ccccc3)c(C)o2)cc1 the results were PTHR1 ag -42%[inhibitor], KB-V1 cytotox -4%, GLP1R cytotox 5%, TDP43 rescue 30%, D3 ag -5 and GLP1R inv ag inconclusive.
`CCCCCc1nc2ccccc2c(=O)n1N` gave aSyn rescue 0%, PTHR1 ag inactive, KB-V1 cytotox 0%, GLP1R cytotox 11%, TDP43 rescue -8%, D3 antag -13, D3 ag -4, GLP1R inv ag 2% and GLP1R ag 0%.
Screening CC(C)(C)OC(=O)N1CCC(c2c(C(=O)NC3CC3)cnn2-c2ccccc2)CC1 returned aSyn rescue -2%, PTHR1 ag inactive, KB-V1 cytotox 15%, GLP1R cytotox -1%, TDP43 rescue -2%, D3 antag 0, D3 ag 0, GLP1R inv ag 6% and GLP1R ag 11%.
For O=C(CC(=O)c1ccccc1)Nc1cccnc1 the results were aSyn rescue 11%, PTHR1 ag inactive, KB-V1 cytotox 27%, GLP1R cytotox -7%, TDP43 rescue -12%, D3 antag 19, D3 ag 12, GLP1R inv ag 12% and GLP1R ag 2%.
For Cc1ccc(S(=O)(=O)NNC(=O)C(O)(c2ccccc2)c2ccccc2)cc1 the results were aSyn rescue 10%, PTHR1 ag -1%, KB-V1 cytotox -19%, GLP1R cytotox 8%, TDP43 rescue 14%, D3 antag -8, D3 ag 0, GLP1R inv ag -4% and GLP1R ag -11%.
For CC(C)(C)C(=O)c1cnc(Nc2ccccc2)s1 the results were aSyn rescue -2%, PTHR1 ag -15%[57.5 µM], KB-V1 cytotox 3%, GLP1R cytotox -20%, TDP43 rescue 0%, D3 antag -8, D3 ag -3, GLP1R inv ag inconclusive and GLP1R ag inconclusive.
Screening O=C(CC1CCCCC1)NCC1CCCO1 (stereo not given) returned aSyn rescue 1%, PTHR1 ag inactive, KB-V1 cytotox 15%, GLP1R cytotox 0%, TDP43 rescue 9%, D3 antag 9, D3 ag 1, GLP1R inv ag 19% and GLP1R ag -8%.
CCOCCN(C=O)c1cccc(OC)c1 was read as aSyn rescue 1%, PTHR1 ag -8%[57.5 µM], KB-V1 cytotox -18%, GLP1R cytotox 19%, TDP43 rescue -7%, D3 antag 12, D3 ag 0, GLP1R inv ag 3% and GLP1R ag -7%.
`CCOC(=O)/C(C#N)=C\c1cc(OC)c(OC)cc1[N+](=O)[O-]` gave aSyn rescue 16%, PTHR1 ag 0%, KB-V1 cytotox 0%, GLP1R cytotox 11%, TDP43 rescue -3%, D3 antag -2, D3 ag 2, GLP1R inv ag -13% and GLP1R ag 4%.
Cc1cc(=O)oc(C)c1C(=O)Nc1cccc2nonc12 was read as aSyn rescue -2%, PTHR1 ag inactive, KB-V1 cytotox -4%, GLP1R cytotox 6%, TDP43 rescue -5%, D3 antag -4, D3 ag -2, GLP1R inv ag 15% and GLP1R ag 0%.

Molecules listed so far containing nitrogen in an aromatic ring (six):
For CCOc1ccc(-c2nc(CSCC(=O)NCCc3ccccc3)c(C)o2)cc1 the results were PTHR1 ag -42%[inhibitor], KB-V1 cytotox -4%, GLP1R cytotox 5%, TDP43 rescue 30%, D3 ag -5 and GLP1R inv ag inconclusive.
`CCCCCc1nc2ccccc2c(=O)n1N` gave aSyn rescue 0%, PTHR1 ag inactive, KB-V1 cytotox 0%, GLP1R cytotox 11%, TDP43 rescue -8%, D3 antag -13, D3 ag -4, GLP1R inv ag 2% and GLP1R ag 0%.
Screening CC(C)(C)OC(=O)N1CCC(c2c(C(=O)NC3CC3)cnn2-c2ccccc2)CC1 returned aSyn rescue -2%, PTHR1 ag inactive, KB-V1 cytotox 15%, GLP1R cytotox -1%, TDP43 rescue -2%, D3 antag 0, D3 ag 0, GLP1R inv ag 6% and GLP1R ag 11%.
For O=C(CC(=O)c1ccccc1)Nc1cccnc1 the results were aSyn rescue 11%, PTHR1 ag inactive, KB-V1 cytotox 27%, GLP1R cytotox -7%, TDP43 rescue -12%, D3 antag 19, D3 ag 12, GLP1R inv ag 12% and GLP1R ag 2%.
For CC(C)(C)C(=O)c1cnc(Nc2ccccc2)s1 the results were aSyn rescue -2%, PTHR1 ag -15%[57.5 µM], KB-V1 cytotox 3%, GLP1R cytotox -20%, TDP43 rescue 0%, D3 antag -8, D3 ag -3, GLP1R inv ag inconclusive and GLP1R ag inconclusive.
Cc1cc(=O)oc(C)c1C(=O)Nc1cccc2nonc12 was read as aSyn rescue -2%, PTHR1 ag inactive, KB-V1 cytotox -4%, GLP1R cytotox 6%, TDP43 rescue -5%, D3 antag -4, D3 ag -2, GLP1R inv ag 15% and GLP1R ag 0%.

Source: PubChem (National Center for Advancing Translational Sciences (NCATS))

A portion of the library; the hit share may differ from the screen's.
